# TDP-43 yeast inh – inhibitors of TDP-43 toxicity in yeast | 1.8% of 410,000 active | Potency, µM (doses to about 46.1 µM), for inactives: at the highest dose growth rescue (activation), most hits filed as activators | TDP-43 expressing yeast growth rescue, BacTiter-Glo, 24 h; also: % of control where 0% means no effect; nearly all actives have a fitted effect of over 50% in size
#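 Readout is BacTiter-Glo luminescence of cell growth, so inhibitors register as activators. TDP-43-expressing yeast at OD600=0.02 in galactose medium, after raffinose pregrowth to mid-log, were incubated with compound for 24 hr at 30 deg C.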
# PTHR1 agonist – activates the human parathyroid hormone receptor PTHR1; Q03431; Potency, µM (top dose mostly 115 µM), for inactives: at the highest dose activation, usual class: activators; 0.075% of 410,000 active; HEK293 GP2 PTHR1 cells, GloSensor cAMP luminescence, 1 h; also: nearly all actives have a fitted effect of over 55% in size; some results filed as inactive show a strong effect at the top dose; inactives centre near -15; many of its hits are not listed in these tables
#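 HEK-293-derived GP2 cells expressing PTHR1 and a GloSensor cAMP reporter, 3,000/well, plated overnight, given luciferin plus IBMX (each 0.5 mM as added) for 1 h at 37 °C, then compound for 1 h at 37 °C. Luminescence was read after 15 min at room temperature.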
# FUS suppressor – rescues growth of FUS-expressing yeast. 0.24% of 390,000 active. Potency, µM (titrated, usually from 76.6 µM), inactives show at the top dose growth rescue (activation), usual class: activators. S. cerevisiae FUS-expressing, growth rescue, OD600, 24 h;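 also: plate controls were DMSO vehicle for no effect and reference control for full effect; nearly all actives have a fitted effect of over 55% in size; some results filed as inactive show a strong effect at the top dose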
#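 Restored growth of FUS-toxic S. cerevisiae, read as 600 nm absorbance after 24 h at 30C in galactose medium (starting OD 0.005). Controls CP55940 and DMSO.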
# EPAC2 antagonist – antagonists of human EPAC2. Potency, µM (highest dose often 114 µM), for the others: top-dose activity, negative = inhibition, hits mostly inhibitors. AID 720708. Q8WZA2. 0.18% of 360,000 active. EPAC2 GEF exchange of Rap1B-BODIPY-GDP, fluorescence; also: % is scaled to controls: 0 for no effect and ±100 for the full control effect; nearly all actives have a fitted effect of over 45% in size; many of its hits are not listed in these tables
# Target sequence (Q8WZA2 whole entry, looked up): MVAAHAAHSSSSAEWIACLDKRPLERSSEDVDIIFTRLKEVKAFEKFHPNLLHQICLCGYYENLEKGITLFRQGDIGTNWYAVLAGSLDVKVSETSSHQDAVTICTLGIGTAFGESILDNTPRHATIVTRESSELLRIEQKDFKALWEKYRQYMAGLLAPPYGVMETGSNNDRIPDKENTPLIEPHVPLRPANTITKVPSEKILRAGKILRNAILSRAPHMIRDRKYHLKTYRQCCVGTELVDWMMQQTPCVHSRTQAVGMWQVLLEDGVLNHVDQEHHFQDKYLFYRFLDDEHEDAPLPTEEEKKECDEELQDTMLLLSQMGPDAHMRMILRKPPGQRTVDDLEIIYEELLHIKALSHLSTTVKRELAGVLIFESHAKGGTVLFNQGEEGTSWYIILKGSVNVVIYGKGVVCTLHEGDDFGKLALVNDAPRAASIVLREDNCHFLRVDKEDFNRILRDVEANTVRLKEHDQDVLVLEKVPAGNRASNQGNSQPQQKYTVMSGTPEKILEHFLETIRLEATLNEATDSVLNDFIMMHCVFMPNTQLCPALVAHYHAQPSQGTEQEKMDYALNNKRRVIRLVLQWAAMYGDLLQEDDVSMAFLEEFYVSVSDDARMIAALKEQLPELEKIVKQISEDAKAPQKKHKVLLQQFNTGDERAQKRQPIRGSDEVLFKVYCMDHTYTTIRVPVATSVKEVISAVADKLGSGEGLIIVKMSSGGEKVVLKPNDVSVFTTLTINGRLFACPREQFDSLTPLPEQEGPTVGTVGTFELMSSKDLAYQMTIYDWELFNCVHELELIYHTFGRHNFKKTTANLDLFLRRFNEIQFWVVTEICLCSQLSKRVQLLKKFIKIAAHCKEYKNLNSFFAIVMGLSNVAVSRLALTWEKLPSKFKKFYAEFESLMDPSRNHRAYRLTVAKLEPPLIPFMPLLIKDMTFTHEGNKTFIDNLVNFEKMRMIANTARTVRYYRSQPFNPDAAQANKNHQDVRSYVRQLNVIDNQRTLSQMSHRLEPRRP
# EPAC2 ag – activates human EPAC2 exchange factor; EPAC2 activation, biochemical qHTS; response scale: 100% = 6.5 mM cAMP response; Q8WZA2; Potency, µM (top dose mostly 154 µM), for inactives: at the top dose activation, most hits filed as activators; AID 720711; 0.079% of 360,000 active; also: nearly all actives have a fitted effect of over 50% in size
#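 qHTS, titration series. 100 nM EPAC2 / 250 nM Rap1B-BODIPY-GDP / 50 uM GDP; RT; ex 480/em 540 nm, 5-min reads to 30 min. Norm. to 6.5 mM cAMP = activation.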
# aSyn rescue – rescues yeast growth from alpha-synuclein toxicity; Yeast expressing alpha-synuclein, growth rescue, BacTiter-Glo, 24 h; Potency, µM (highest dose often 46.1 µM), for inactives: at the top dose growth rescue (activation), most hits filed as activators; 0.14% of 370,000 active; AID 652106; also: % of control where 0% means no effect; nearly all actives have a fitted effect of over 65% in size
#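 Galactose-induced alpha-syn yeast (OD600=0.02, raffinose-pregrown) + pinned cpd, 24 hr, 30 deg C; growth by BacTiter-Glo luminescence. Growth restoration scores as activation.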
# EPAC1 antagonist – antagonists of human EPAC1; O95398; EPAC1 GEF assay, Rap1b-BODIPY-GDP exchange fluorescence; Potency, µM (doses to about 115 µM), inactives show top-dose activity change, negative = inhibition, hits mostly inhibitors; 0.14% of 360,000 active;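 also: plate controls were vehicle for no effect and positive control for full effect; nearly all actives have a fitted effect of over 50% in size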
# EPAC1 ag – activates human EPAC1 exchange factor. O95398. EPAC1 agonist qHTS, biochemical assay; response scale: 100% = response to 6.5 mM cAMP. Potency, µM (titrated, usually from 154 µM), without a hit: at the highest dose activation, most hits filed as activators. 0.073% of 360,000 active. AID 720707; also: nearly all actives have a fitted effect of over 60% in size
#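 Compounds were pinned as a concentration titration into mixtures of EPAC1 (100 nM), BODIPY-GDP-loaded Rap1B (250 nM) and GDP (50 uM). After 5 min at room temperature, fluorescence was followed for 30 min; activity was scaled to 6.5 mM cAMP.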
# An asterisk follows results filed as active; i = inactive; u = inconclusive; x = no result given; & = joins results of further samples; [ ] = remark or other dose. Calls follow the shape of the dose curve; as a rule, active = well fitted curve in the direction sought with a large enough effect; inconclusive = small, poorly fitted or top-dose-only effect, or another doubt; inactive = no such curve, though single readings can be large; an effect the other way counts as inactive or inconclusive. Potency is read from the fitted curve at half-maximal effect. A portion of the library, so the mix of outcomes need not match the whole.
SMILES,TDP-43 yeast inh,PTHR1 agonist,FUS suppressor,EPAC2 antagonist,EPAC2 ag,aSyn rescue,EPAC1 antagonist,EPAC1 ag
Cc1c(NC(=O)C(C)OC(=O)CCC2CCCC2)c(=O)n(-c2ccccc2)n1C (configuration not stated),20%,-90%[inhibitor],-23%,4%,8%,1%,8%,7%
O=C(NCc1ccco1)c1cc(-c2ccccc2)on1,-12%,-10%[57.5 µM],1%,7%,8%,1%,-5%,-4%
CN(C)CCCN(C(=O)c1ccc(S(=O)(=O)N2CCCC2)cc1)c1nc2c(F)cc(F)cc2s1,-6%,i,7%,2%,12%,2%,-15%,9%
C(=N\N1CCN(Cc2ccccc2)CC1)/c1ccc(-c2ccccc2)cc1,-6%,i,-21%,-5%,-1%,9%,-25%,3%
O=C(C1CCCN(Cc2ccc(Br)cc2)C1)N1CCCCC1 (configuration not stated),6%,-25%,-16%,6%,3%,2%,2%,-9%
CC(Oc1ccc2c3c(c(=O)oc2c1)CCCC3)C(=O)NCC1CCC(C(=O)O)CC1 (configuration not stated),4%,i,38%,1%,-3%,13%,-3%,-11%
COc1cc2nc(CN3CCN(S(=O)(=O)c4ccccc4C(F)(F)F)CC3)[nH]c(=O)c2cc1OC,-20%,-25%,u,-13%,11%,1%,u,3%
O=C(c1ccc(F)cc1)C1CCN(C(=O)NC2CCCCC2)CC1,25%,-15%,6%,5%,7%,-1%,3%,6%
O=C(NCC(c1cccs1)N1CCOCC1)c1cc(S(=O)(=O)N2CCOCC2)ccc1F (configuration not stated),19%,i,-10%,11%,5%,5%,2%,-8%
CN(CC(=O)Nc1ccc(F)cc1)C(=O)COC(=O)CNC(=O)c1ccc(Cl)cc1Cl,10%,i,8%,-2%,9%,-2%,-5%,4%

# The last five entries of the part above lead into the next.
SMILES,TDP-43 yeast inh,PTHR1 agonist,FUS suppressor,EPAC2 antagonist,EPAC2 ag,aSyn rescue,EPAC1 antagonist,EPAC1 ag
CC(Oc1ccc2c3c(c(=O)oc2c1)CCCC3)C(=O)NCC1CCC(C(=O)O)CC1 (configuration not stated),4%,i,38%,1%,-3%,13%,-3%,-11%
COc1cc2nc(CN3CCN(S(=O)(=O)c4ccccc4C(F)(F)F)CC3)[nH]c(=O)c2cc1OC,-20%,-25%,u,-13%,11%,1%,u,3%
O=C(c1ccc(F)cc1)C1CCN(C(=O)NC2CCCCC2)CC1,25%,-15%,6%,5%,7%,-1%,3%,6%
O=C(NCC(c1cccs1)N1CCOCC1)c1cc(S(=O)(=O)N2CCOCC2)ccc1F (configuration not stated),19%,i,-10%,11%,5%,5%,2%,-8%
CN(CC(=O)Nc1ccc(F)cc1)C(=O)COC(=O)CNC(=O)c1ccc(Cl)cc1Cl,10%,i,8%,-2%,9%,-2%,-5%,4%
Cn1nc(C(F)(F)F)c(-c2cccc(C(F)(F)F)c2)c1NC(=O)c1ccco1,14%,-8%,-10%,u,0%,8%,-26%,-6%
COc1ccc(C2=NCCc3cc(OC)c(OC)cc32)cc1,-15%,-2%,x,18%,8%,-7%,10%,-9%
O=C(Nc1ccc(Cl)cn1)c1ccc2ccccc2n1,4%,-41%[inhibitor][57.5 µM],-24%,3%,20%,7%,-4%,-5%
O=C(OCCOc1cccc(Cl)c1)c1cc(S(=O)(=O)N2CCCCC2)ccc1N1CCOCC1,13%,-16%,15%,-10%,0%,5%,-23%,12%
O=C(c1ccc(S(=O)(=O)N2CCCCC2)cc1)N1CCN(c2ccccc2F)CC1,0%,-4%,19%,-20%,-6%,9%,-20%,-5%
NS(=O)(=O)c1ccc(CCNC(=O)c2cccc(S(=O)(=O)N3CCc4ccccc43)c2)cc1,7%,-42%[inhibitor],15%,2%,8%,0%,-14%,17%
COc1ccc(C(=O)Nc2nnc(C3=COCCO3)o2)cc1OC,-15%,13%,50%,18%,14%,-8%,5%,10%
CCCn1c(SCC(=O)Nc2ccccc2CC)nnc1C(C)C,-2%,i,9%,2%,11%,-14%,0%,-2%
Cc1cc(C)cc(N(CC(=O)Nc2ccccc2-c2ccccc2)S(=O)(=O)c2ccccc2)c1,-1%,i,-29%,-3%,18%,0%,-3%,3%
Cc1ccc(-c2cc(C(=O)n3cnc4ccccc43)c3ccccc3n2)cc1C,5%,-16%,10%,0%,18%,-21%,0%,2%
Cc1ccc(S(=O)(=O)NCCC(=O)N2CCN(S(=O)(=O)c3ccccc3)CC2)cc1C,14%,i,21%,-4%,0%,3%,-5%,7%
C/C=C/COc1nc2c(c(=O)n(C)c(=O)n2C)n1C,3%,i,-12%,5%,3%,0%,5%,-4%
Cc1cccc(-c2cnc(C(O)Cc3ccccc3)[nH]2)c1 (configuration not stated),20%,-8%,-16%,-7%,8%,1%,-10%,0%
Cc1[nH]n(-c2ccccc2)c(=O)c1/C=N/NC(=O)c1ccoc1C,u,-23%,17%,0%,-3%,u,16%,-1%
Cc1ccc(N2C(=O)C3ON(c4ccccc4)C(c4ccncc4)C3C2=O)cc1 (configuration not stated),-6%,u,u,-3%,-2%,11%,6%,-5%
Cc1cccc(Nc2ccccc2C(=O)OCC(=O)NCc2ccco2)c1C,-13%,-35%[inhibitor][57.5 µM],45%,3%,-5%,22%,7%,1%
O=C(Nc1ccc(N=Nc2ccccc2)cc1)c1ccccc1Cl,15%,-93%[inhibitor],u,-1%,1%,-5%,-2%,3%
COc1ccc(S(=O)(=O)N2CCCCCC2)cc1C(=O)N1CCN(c2ccccc2O)CC1,24%,i,u,4%,4%,-6%,2%,-5%
O=C(O)c1nn(CC(=O)N2CCN(c3ccccc3)CC2)c(=O)c2ccccc12,-10%,i,21%,0%,7%,5%,-20%,-2%
Cc1cccc2cc(CN(Cc3cccnc3)C(=O)c3ccccc3F)c(Cl)nc12,17%,i,18%,-5%,25%,11%,-3%,23%
N#Cc1ccc(NC(=O)CSc2cn[nH]n2)cc1,-18%,i,-3%,0%,-5%,4%,-1%,2%
COc1ccc(Cl)cc1NC(=O)CN(C)Cc1ccc(OC)c(OC)c1,-3%,-42%[inhibitor],-11%,u,10%,-3%,0%,-3%
CCOC(=O)c1ccc(NC2c3ncccc3C(=O)N2Cc2ccc(F)cc2)cc1 (configuration not stated),-22%,-9%,u,7%,12%,0%,5%,-1%
CC1=C(C(=O)OCc2ccccc2)C(c2cccnc2)n2ncnc2N1 (configuration not stated),-3%,-10%[57.5 µM],25%,-11%,1%,0%,-3%,-2%
COc1cc(NC(=O)CCNS(=O)(=O)c2cc(Br)cnc2N)cc(OC)c1,4%,-5%,-7%,4%,19%,-4%,-31%,9%
COc1ccc(-n2c(=S)[nH]c3cc(C(=O)NC4CCCCC4)ccc3c2=O)c(OC)c1,0%,i,8%,5%,7%,-2%,7%,-5%
Cc1ccc(N(CC(=O)NCC2CCCO2)C(=O)CNS(=O)(=O)c2ccc(Cl)cc2)cc1 (configuration not stated),12%,i,12%,-6%,0%,-6%,-21%,-1%
COc1ccc2c(C)cc(=O)oc2c1C,10%,-7%[57.5 µM],20%,-8%,3%,2%,13%,2%
O=C1c2ccsc2SCCN1Cc1ccccc1,8%,-40%[inhibitor],-33%,-8%,4%,14%,u,-2%
CC(C)(C)Cc1nnc(NS(=O)(=O)c2ccccc2)s1,20%,i,-5%,-6%,3%,7%,-12%,0%
COc1ccc(S(=O)(=O)N(C)CC(=O)N2CCCC2)cc1Cl,-3%,i,9%,1%,5%,-6%,6%,6%
CCCCNc1c(-c2cccc(-c3ccc(OC)cc3)c2)nc2ccc(C)cn12,-93%[inhibitor],-95%[inhibitor],31%,-14%,12%,-72%[inhibitor],-12%,-14%
O=C(c1cnn2c(C(F)F)cc(-c3ccccc3)nc12)N1CCN(Cc2ccc3c(c2)OCO3)CC1,-9%,-31%[inhibitor],26%,-19%,15%,-6%,-7%,8%
CCOC(=O)c1c(C)nc2sccn12,3%,i,2%,13%,1%,-4%,1%,2%
Cc1nn(-c2ccccc2)cc1/C=N/NC(=O)c1cccs1,15%,-1%,-23%,-9%,7%,-10%,-7%,11%
Cc1ccc(NC(=O)Nc2cnccn2)cc1C,14%,i,4%,0%,-7%,1%,-21%,-15%
COCCNC(=O)c1cc2cc3ccc(OC)cc3nc2o1,12%,i,9%,-8%,4%,u,-20%,4%
Cn1c(N2CCC(C(N)=O)CC2)nc2c1c(=O)n(Cc1cccc(Br)c1)c(=O)n2C,-1%,-9%[57.5 µM],16%,-2%,8%,3%,-1%,1%
O=C(CSc1nnc(Cc2cccs2)n1Cc1ccco1)Nc1ccc(Br)cc1,2%,i,38%,-6%,12%,11%,2%,21%
CC(CS(=O)(=O)c1ccc2c(c1)NC(=O)CS2)C(=O)N1CCN(c2cccc(Cl)c2)CC1 (configuration not stated),1%,-13%,19%,4%,10%,0%,u,12%
Cc1ccc(Nc2cc(C)nc3ncnn23)cc1,17%,i,2%,-4%,8%,2%,-12%,5%
COCCNC(=S)N1CCc2cc(OC)c(OC)cc2C1COc1cc(C)cc(C)c1 (configuration not stated),-6%,-11%,7%,-5%,24%,1%,-1%,-1%
CSc1ccc(CCNC(=O)CN2C(=O)c3cccnc3Oc3ccc(C)cc32)cc1,-15%&15%,12%,29%&22%,9%,15%,-7%,8%,7%
CCOC(=O)N1CCC(N(CCOC)C(=O)Nc2ccc(C)c(C)c2)CC1,14%,i,31%,5%,2%,0%,-2%,8%
COC(=O)[C@]12CCCCC=C1N(Cc1cccc3ccccc13)C(=O)[C@H](CC(=O)N1CCCCC1)C2,24%,i,44%,1%,9%,1%,-3%,3%
CCOC(=O)N1CCC(n2c(=S)[nH]c3cc(OC)c(OC)cc3c2=O)CC1,-8%,-6%[57.5 µM],11%,6%,-15%,6%,10%,2%
COc1ccc(C(CNc2ncnc3sccc23)N(C)C)cc1OC (configuration not stated),-7%,-5%,22%,2%,9%,3%,19%,3%
CCn1c(=O)c(C(=O)CN(C)Cc2ccc(F)cc2)c(N)n(Cc2ccccc2)c1=O,-9%,i,4%,-2%,0%,-8%,9%,6%
NC(Cc1c[nH]c2ccc(OCc3ccccc3)cc12)C(=O)O (configuration not stated),-18%,-8%,u,-4%,-3%,-2%,6%,12%
COc1ccc(OCC(=O)Nc2c(C)ccc3nsnc23)cc1,17%,i,29%,2%,5%,-3%,5%,-1%
O=C(CN1CCOCC1)Nc1ccc(NC(=O)c2ccccc2F)cc1,-4%,-7%,8%,6%,7%,9%,-10%,-4%
